Screening data: PubChem BioAssay, several laboratories
bovine MsrA act = bovine methionine sulfoxide reductase A activation. purified bovine MsrA, absorbance read-out. activation, % at 10.6 µM. 360,000 tested, 0.3% active; in the data active means activation above about 7.5%;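 further: 0% = vehicle and 100% = reference activator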
TbMetRS inhib = Trypanosoma brucei MetRS inhibition; AID 624268; purified T. brucei MetRS, ATP depletion, Kinase-Glo luminescence; 360,000 tested, 0.4% active; inhibition, % at 11.9 µM;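 active means inhibition above a per-plate cutoff of the control wells' mean inhibition plus 3 SD, cut at about 5.5% in these data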;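 further: 0% = DMSO wells median and 100% = median of wells with control inhibitor compound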
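assay system = parasite MetRS enzyme | timing = 15 min preincubation, 2 h reaction, all 25 °C | evaluation = percent inhibition relative to median high and low control wells | medium = HEPES buffer containing pyrophosphatase, BSA, spermine, DTT | compound = single dose, 11.9 µM final nominal, 0.9% final DMSO | detection = Kinase-Glo luminescence, ATP depletion format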
MsrA inhibitor = inhibitors of bovine MsrA. 360,000 tested, 0.75% active. inhibition, % at 15.5 µM. purified bovine MsrA, absorbance read-out. AID 651718; in the data active means inhibition above about 4.5%;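 further: 0% = vehicle wells with enzyme and 100% = reference inhibitor wells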
FAS-TE inh = FAS thioesterase (human) inhibition. P49327. recombinant FAS-TE, OMFH fluorogenic substrate, fluorescence endpoint. inhibition, % at 15 µM. 360,000 tested, 0.67% active;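 active means compounds whose normalised, plate-corrected inhibition of enzyme fluorescence in the single-dose primary screen is 50% or more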;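 further: 0% = DMSO with enzyme and 100% = substrate without enzyme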
Target sequence (P49327 whole entry, looked up): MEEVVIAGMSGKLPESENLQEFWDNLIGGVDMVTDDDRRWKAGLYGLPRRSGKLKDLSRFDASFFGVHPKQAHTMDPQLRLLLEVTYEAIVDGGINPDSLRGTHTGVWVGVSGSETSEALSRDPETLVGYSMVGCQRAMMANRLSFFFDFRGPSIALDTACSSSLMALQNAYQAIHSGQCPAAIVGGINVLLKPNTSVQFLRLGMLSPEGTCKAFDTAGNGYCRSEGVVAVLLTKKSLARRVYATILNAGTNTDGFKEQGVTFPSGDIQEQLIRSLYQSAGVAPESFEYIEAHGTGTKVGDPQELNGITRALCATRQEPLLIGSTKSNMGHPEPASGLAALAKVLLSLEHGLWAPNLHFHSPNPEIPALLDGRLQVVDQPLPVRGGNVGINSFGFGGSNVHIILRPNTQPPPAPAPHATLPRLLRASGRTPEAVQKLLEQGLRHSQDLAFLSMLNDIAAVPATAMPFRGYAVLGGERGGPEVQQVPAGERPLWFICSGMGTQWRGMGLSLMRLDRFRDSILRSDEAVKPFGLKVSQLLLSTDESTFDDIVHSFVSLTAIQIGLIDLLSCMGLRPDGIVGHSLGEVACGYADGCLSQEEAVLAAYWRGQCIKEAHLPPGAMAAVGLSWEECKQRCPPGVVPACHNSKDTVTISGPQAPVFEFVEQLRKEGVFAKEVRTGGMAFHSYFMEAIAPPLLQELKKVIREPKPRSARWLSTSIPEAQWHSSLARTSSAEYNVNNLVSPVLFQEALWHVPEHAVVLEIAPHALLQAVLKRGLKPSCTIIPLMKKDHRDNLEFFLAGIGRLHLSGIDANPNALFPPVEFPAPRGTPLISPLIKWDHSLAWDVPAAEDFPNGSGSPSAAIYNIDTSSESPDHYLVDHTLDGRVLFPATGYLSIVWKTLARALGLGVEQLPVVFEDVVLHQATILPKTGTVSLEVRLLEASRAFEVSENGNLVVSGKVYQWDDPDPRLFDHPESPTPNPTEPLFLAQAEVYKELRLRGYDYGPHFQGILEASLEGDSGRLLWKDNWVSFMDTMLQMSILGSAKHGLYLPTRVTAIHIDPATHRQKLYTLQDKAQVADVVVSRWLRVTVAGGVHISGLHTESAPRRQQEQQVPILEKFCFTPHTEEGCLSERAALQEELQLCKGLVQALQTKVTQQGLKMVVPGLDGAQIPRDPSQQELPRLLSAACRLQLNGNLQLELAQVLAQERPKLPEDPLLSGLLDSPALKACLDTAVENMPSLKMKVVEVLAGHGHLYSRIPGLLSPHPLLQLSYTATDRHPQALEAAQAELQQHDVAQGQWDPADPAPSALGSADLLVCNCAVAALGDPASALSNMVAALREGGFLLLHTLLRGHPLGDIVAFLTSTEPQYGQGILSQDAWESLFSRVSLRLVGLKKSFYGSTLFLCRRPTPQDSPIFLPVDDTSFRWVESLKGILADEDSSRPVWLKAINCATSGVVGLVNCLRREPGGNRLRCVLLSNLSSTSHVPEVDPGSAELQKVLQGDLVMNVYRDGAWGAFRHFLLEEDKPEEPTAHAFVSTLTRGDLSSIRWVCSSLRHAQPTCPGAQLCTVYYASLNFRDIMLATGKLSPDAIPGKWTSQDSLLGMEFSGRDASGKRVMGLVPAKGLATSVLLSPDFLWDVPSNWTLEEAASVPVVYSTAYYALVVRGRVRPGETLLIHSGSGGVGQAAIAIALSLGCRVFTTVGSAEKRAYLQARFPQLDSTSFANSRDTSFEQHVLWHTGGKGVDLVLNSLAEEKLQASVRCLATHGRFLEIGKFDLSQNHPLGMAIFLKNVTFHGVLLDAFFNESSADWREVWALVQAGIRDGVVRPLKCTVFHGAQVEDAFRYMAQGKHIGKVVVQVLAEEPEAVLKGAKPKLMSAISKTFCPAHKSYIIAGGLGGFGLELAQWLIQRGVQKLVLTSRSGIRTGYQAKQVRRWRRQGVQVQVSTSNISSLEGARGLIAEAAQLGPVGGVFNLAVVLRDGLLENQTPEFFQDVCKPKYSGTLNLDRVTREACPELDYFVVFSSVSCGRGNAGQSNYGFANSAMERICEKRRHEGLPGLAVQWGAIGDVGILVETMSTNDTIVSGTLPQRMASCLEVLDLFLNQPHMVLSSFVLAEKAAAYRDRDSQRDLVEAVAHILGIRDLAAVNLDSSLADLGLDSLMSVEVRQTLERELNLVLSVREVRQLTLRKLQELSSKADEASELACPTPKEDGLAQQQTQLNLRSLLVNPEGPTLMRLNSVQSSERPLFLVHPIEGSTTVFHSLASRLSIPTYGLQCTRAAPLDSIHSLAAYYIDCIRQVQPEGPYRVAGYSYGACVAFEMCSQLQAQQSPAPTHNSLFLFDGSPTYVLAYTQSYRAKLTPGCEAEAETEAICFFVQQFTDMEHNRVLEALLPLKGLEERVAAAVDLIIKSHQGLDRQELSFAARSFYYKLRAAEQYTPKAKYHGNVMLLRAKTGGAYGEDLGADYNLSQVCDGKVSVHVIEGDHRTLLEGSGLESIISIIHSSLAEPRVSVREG
PABP1 MLLE inh = inhibitors of microRNA-mediated deadenylation, human PABP1 MLLE binding. P11940. GST-MLLE / FITC-PAM2 fluorescence polarization. inhibition, % at 20 µM. 360,000 tested, 0.36% active. AID 588489; in the data active means inhibition above about 35%, passing the limit was not always enough;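 further: plate controls were DMSO wells with GST-MLLE for no effect and wells lacking GST-MLLE protein for full effect; some results filed as inactive read as strong as hits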
Rin1-Abl PPI inh = inhibitors of human Rin1-Abl protein interaction; P00519+Q13671; TR-FRET Rin1/Abl binding, biochemical; inhibition, % at 7.35 µM; 360,000 tested, 0.4% active; in the data active means inhibition above about 5%, passing the limit was not always enough
CSN deneddyl inh = CSN deneddylation inhibition; Purified CSN, SCF-Nedd8-OG deneddylation, fluorescence polarization; inhibition, % at 12.5 µM; 360,000 tested, 0.38% active; AID 651999;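 active means pattern-corrected inhibition above about 35%, with an unprinted fluorescence ratio check between 0.5 and 1.5, limit read from the data, passing the limit was not always enough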;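 further: 0% = enzyme with substrate and 100% = substrate without enzyme; some results filed as inactive read as strong as hits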
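Test system: Human Csn5 produced in HEK293T cells | Compound: 12.5 µM single point | Times: 90 min, room temperature | Signal: Fluorescence polarization readout | Read-out basis: % inhibition of substrate cleavage by Csn5 | Controls: no-enzyme wells high, enzyme-with-substrate wells low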
Neddyl block = inhibitors of human cullin neddylation | P61081+Q13564 | TR-FRET cullin neddylation, biochemical | calls only at 25 µM | 360,000 tested, 0.58% active; in the data active means inhibition above about 36%
eLon inh = inhibits E. coli Lon protease | P0A9M0 | purified E. coli Lon protease, fluorescence polarization | inhibition, % at 7.94 µM | 360,000 tested, 0.42% active | AID 602123; in the data active means inhibition above about 13%, passing the limit was not always enough;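 further: 0% = enzyme with probe and DMSO and 100% = no enzyme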
* = called active by the depositor; i = inactive; / = no result given; + = active, no number. Compounds were not picked by outcome; any-hit rate near 4%.

SMILES	bovine MsrA act	TbMetRS inhib	MsrA inhibitor	FAS-TE inh	PABP1 MLLE inh	Rin1-Abl PPI inh	CSN deneddyl inh	Neddyl block	eLon inh
COC(=O)C1=C(C)n2nnnc2NC1c1ccc(Cl)cc1 (stereo not drawn)	-9.8	-1.2	1.2	1.3	-2.4	0.3	-2.3	i	-4.7
Cc1csc(C(C#N)C(=O)c2cc3ccccc3o2)n1 (stereo not drawn)	-2.7	-0.8	2.3	-9.7	-4.1	-1.0	1.7	i	-6.0
COc1ccc(OC)c(NC(=O)Nc2ccc(Cl)cc2)c1	-11.5	-0.5	/	20.5	14.1	3.4	-3.2	i	-1.5
Cc1ccc2cc(CCNC(=O)c3cccs3)c(=O)[nH]c2c1	-3.7	-0.5	1.6	-5.8	7.6	-1.1	3.2	i	-6.9
Cc1cccc(C)c1NC(=O)CSc1nnc(-c2ccoc2C)n1CCc1ccccc1	-3.5	0.1	-0.6	-2.6	2.5	0.4	3.4	i	-6.1
O=[N+]([O-])c1ccc(Cl)c(CN2CCN(c3ncc(Cc4ccccc4)cn3)CC2)c1	/	-1.1	1.2	/	/	/	-4.6	i	/
COc1ccccc1-c1nnc(SCC(=O)NC2CCCCC2)n1C	-3.5	-0.6	-1.7	-5.4	-5.0	2.0	-6.3	i	0.1
COc1ccc(OCc2cc(C(=O)N(C)CC3CCCCO3)no2)c(Cl)c1 (stereo not drawn)	-3.5	0.5	-0.4	-2.9	-1.6	3.5	8.0	i	0.3
CCOC(=O)c1c(NC(=O)C(F)(OC)C(F)(F)F)sc2c1CCN(C)C2 (stereo not drawn)	-7.7	-1.3	-0.2	-11.8	-18.4	0.8	9.9	i	-6.8
COc1ccc2oc(C)c(NC(C)=O)c2c1	-0.5	-0.1	-0.3	-13.6	-10.5	-1.3	-5.5	i	-4.0
O=C(Nc1nnc(-c2ccccc2)o1)Nc1ccc(F)cc1F	-4.6	-0.4	1.3	-8.8	9.4	-0.2	-2.0	i	-5.1
Cc1csc(NC(=O)C2CCN(S(=O)(=O)c3ccccc3)CC2)n1	-7.6	-0.5	0.4	1.7	-4.4	1.9	-2.1	i	0.5
CCC(=O)N1CCc2cc(Br)c(S(=O)(=O)CCC(=O)NCCc3ccccc3)cc21	-2.9	-0.3	-0.3	1.5	-0.3	3.0	-0.8	i	6.7
S=c1[nH]nc(-c2n[nH]c3c2CCC3)n1/N=C/C=C/c1ccco1	7.4	-0.3	-0.4	-0.8	-6.5	0.6	14.7	+	-7.1
Cc1ccc(C2/C(=C(\O)c3cnn(-c4ccccc4)c3C)C(=O)C(=O)N2CCN(C)C)o1 (stereo not drawn)	-4.0	-0.1	1.3	-5.9	1.1	1.9	5.8	i	-6.7

Limited to Neddyl block, for 3 of the compounds above:
SMILES,Neddyl block
COc1ccc(OC)c(NC(=O)Nc2ccc(Cl)cc2)c1,i
Cc1ccc2cc(CCNC(=O)c3cccs3)c(=O)[nH]c2c1,i
Cc1cccc(C)c1NC(=O)CSc1nnc(-c2ccoc2C)n1CCc1ccccc1,i

Continued.
SMILES	bovine MsrA act	TbMetRS inhib	MsrA inhibitor	FAS-TE inh	PABP1 MLLE inh	Rin1-Abl PPI inh	CSN deneddyl inh	Neddyl block	eLon inh
CN(CC(CC(=O)Nc1nncs1)c1ccccc1)S(=O)(=O)c1ccccc1 (stereo not drawn)	-2.6	-0.1	0.7	1.6	8.6	-2.5	3.7	i	-3.4
CC(=Nc1ccccc1)C1=C(O)CSC1=O	-4.8	-0.4	0.5	-2.5	32.0	1.1	-0.3	i	-8.2
Nc1cc2c3c(cccc3c1)C(=O)N(CCN1CCCC1)C2=O	-2.0	-0.4	0.7	-10.6	73.8	-21.6	-5.0	i	93.7*
Cc1nc2c3ccccc3n(Cc3ccccc3F)c2s1	-1.4	0.5	0.4	25.2	3.8	0.7	4.5	i	-1.8
Cc1ccc(NC(=O)C2CCCO2)c(Br)c1 (stereo not drawn)	-1.0	-0.8	-1.0	-0.6	-2.4	0.6	0.6	i	3.6
CCCCCCOC(=O)c1ccc(N)cc1	-2.0	0.3	-0.2	8.5	4.4	-2.5	1.8	i	-6.4
O=[N+]([O-])c1ccc(N2CCN(S(=O)(=O)Cc3ccccc3)CC2)cc1N1CCOCC1	-5.0	-0.1	-0.2	12.6	4.6	-5.9	-2.8	i	5.8
O=C(C[C@H]1C[C@H](C(=O)N2CCOCC2)[C@@]2(CCC3CCCC3)c3[nH]c4cc(-c5ccco5)ccc4c3CCN2C1=O)NCCN1CCOCC1	-7.7	-1.1	-0.9	68.8*	-14.9	0.1	10.7	/	-3.5
CSCCC(NS(=O)(=O)c1ccc(Cl)c(Cl)c1)C(=O)O (stereo not drawn)	-5.1	-0.7	0.6	-7.6	11.5	-1.9	-2.9	i	-0.2
COc1cc2nc(CN3CCOCC3)n(CC(=O)NCC(F)(F)F)c(=O)c2cc1OC	-6.9	-0.6	-0.1	-4.0	-1.7	1.4	0.6	i	-0.9
COC(=O)C1=C(C)N(c2cccc(C)c2)C(=O)/C1=C\c1cccs1	-10.3	-0.3	2.4	4.1	3.9	-2.6	-7.9	i	1.6
COc1ccc(CN2CCN(Cc3cccc(OC)c3)C(CCO)C2)cc1 (stereo not drawn)	-1.3	-0.6	-1.3	-1.1	4.8	2.5	-0.9	i	-12.6
C#CCNC(=O)C1=C[C@@H](c2coc3ccccc3c2=O)[C@H](CCCO)[C@@H](OCC)O1	-2.9	-0.2	0.0	-6.3	-4.5	3.6	0.6	i	-14.4
COc1ccc2ccccc2c1-c1sc(Nc2ccccc2)n[n+]1-c1ccc(F)cc1	1.6	4.0	0.5	-151.7	-66.8	-5.3	-0.8	i	-1.1
Cn1c(C(=O)N2CCC(C(=O)N3CCOCC3)CC2)cc2sccc21	-2.0	-0.8	0.1	-2.3	-0.4	-4.6	-3.7	i	1.1

Among those listed so far, 2 have bromine:
SMILES	bovine MsrA act	TbMetRS inhib	MsrA inhibitor	FAS-TE inh	PABP1 MLLE inh	Rin1-Abl PPI inh	CSN deneddyl inh	Neddyl block	eLon inh
CCC(=O)N1CCc2cc(Br)c(S(=O)(=O)CCC(=O)NCCc3ccccc3)cc21	-2.9	-0.3	-0.3	1.5	-0.3	3.0	-0.8	i	6.7
Cc1ccc(NC(=O)C2CCCO2)c(Br)c1 (stereo not drawn)	-1.0	-0.8	-1.0	-0.6	-2.4	0.6	0.6	i	3.6

Continuation:
SMILES	bovine MsrA act	TbMetRS inhib	MsrA inhibitor	FAS-TE inh	PABP1 MLLE inh	Rin1-Abl PPI inh	CSN deneddyl inh	Neddyl block	eLon inh
CCn1c(CCCCc2n[nH]c(=S)n2CC)n[nH]c1=S	-7.8	-1.2	0.2	-2.8	13.3	2.9	10.3	i	7.2
COCCCNS(=O)(=O)c1ccc(Oc2ncc(C(F)(F)F)cc2Cl)cc1	1.5	1.7	1.8	18.8	1.4	3.6	3.3	i	0.0
COc1ccc([C@H]2C[C@H](O)[C@@H](n3cc(-c4ccc(F)cc4)nn3)CN2C(=O)C2CCCCC2)cc1	-0.1	-1.8	0.1	-1.3	-12.1	1.8	-0.5	i	-5.3
O=C(c1cccc(S(=O)(=O)N2CCOCC2)c1)N1CCN(Cc2ccc3c(c2)OCO3)CC1	-5.2	-0.4	-0.9	0.2	2.9	-4.2	-5.9	i	-7.5
COc1ccc(NC(=S)NC(=O)c2cncc(Br)c2)cc1	-0.8	0.3	-0.3	4.8	30.7	-1.1	2.2	i	-1.5
CC(=O)/C=C(\C)Nc1ccc(-c2cnc(-c3ccccc3)o2)cc1	-5.0	-1.2	3.7	8.9	-2.8	-2.1	-3.0	i	6.5
N#Cc1cccc(NC(=O)NCCc2c[nH]c3ccccc23)c1	0.5	1.2	0.7	8.3	-3.2	0.7	4.1	i	5.4
c1ccc2c(CCc3ccncc3)cccc2c1	-1.6	-0.6	0.1	6.1	-6.8	-2.2	20.2	i	6.5
CN1CC[C@]2(CCN3CCc4c(oc5ccccc45)[C@@H]3C2)N(C)C1=O	-1.4	-0.3	0.6	2.8	8.6	-1.7	-4.5	i	-3.4
CCOC(=O)N1CCN(S(=O)(=O)c2ccc(OCC)c(C)c2)CC1	-9.5	-1.4	0.3	8.0	20.7	1.1	-1.1	i	-3.9
Cc1cc2c(NS(=O)(=O)c3ccc(F)cc3)cccc2nn1	0.0	0.1	-0.1	-3.7	-8.9	-0.9	1.6	i	4.9
O=C(Nc1ccc2c(c1)OCCO2)c1ccccc1F	-1.9	-0.2	0.2	0.3	-4.2	0.4	-1.1	i	-9.3
O=c1[nH]c(C2CCN(S(=O)(=O)c3ccc([N+](=O)[O-])cc3)CC2)nc2c1nnn2Cc1ccccc1	-0.4	-0.4	0.5	-24.9	6.6	1.2	-3.6	i	4.2
COc1ccc(C(=O)Nc2ccccc2C(=O)N2CCCCCC2)cc1OC	-4.3	-0.1	-0.4	-6.1	18.7	0.1	2.0	i	-8.7
COc1cc(/C=C/C(=O)N2CCN(C)CC2)cc(S(=O)(=O)N2CCc3ccccc32)c1OC	-6.7	-0.3	1.4	-3.6	-5.2	0.7	3.0	i	-4.2
CC/C(Cc1ccccc1)=N/NC(=O)c1cccc(Br)c1	-2.7	-0.3	-0.3	-6.0	-8.3	-2.5	6.8	i	-13.1
O=C(c1ccc(Cl)cc1)N1C2C=CC(C2)C1(C(F)(F)F)C(F)(F)F (stereo not drawn)	-1.9	-0.4	-0.2	2.8	10.0	-2.2	-4.4	i	-5.3
CCOc1ccc(S(=O)(=O)NCCC(=O)NCC(c2cccs2)N2CCOCC2)cc1 (stereo not drawn)	-5.0	0.3	1.4	-1.6	-2.6	-2.2	3.7	i	9.6
COc1ccccc1NS(=O)(=O)c1cccc(NC(=O)CCNC(=O)c2ccccc2OC)c1	-2.9	-0.5	-0.4	-2.5	5.5	4.6	-1.7	i	-12.0
N#Cc1ccc2nc3c(nc2c1)CCCC3	-0.1	-0.4	0.0	-5.7	-19.2	1.9	2.2	i	2.5
COc1cccc(OCCn2c(C)c(/C=N/n3cnnc3)c3ccccc32)c1	-2.8	-0.3	0.8	-2.1	2.0	-2.1	19.0	i	-3.5
CC(C)(C)C(=O)Nc1cccc(-c2nc3ccccc3[nH]2)c1	-0.9	-0.1	0.9	-2.8	1.6	1.3	0.5	i	4.2
CN1C(=O)[C@H]2[C@@H](c3ccc(C(F)(F)F)cc3)N[C@]3(CCCN(Cc4cccn4C)C3=O)[C@H]2C1=O	1.1	0.9	0.8	-3.9	1.8	-2.3	3.0	i	1.5
COc1ccc(C(=O)Nc2cc(-c3nn4c(C)nnc4s3)ccc2C)cc1	-1.9	-0.2	0.3	-3.3	0.9	1.7	1.0	i	-5.7
CC(=O)Nc1sc2c(c1C(c1ccccc1Cl)N1CCN(CCO)CC1)CCCC2 (stereo not drawn)	-1.2	-0.6	2.2	5.5	7.8	-1.5	-5.4	i	-4.8
COc1ccc2cc(-c3[nH]ncc3CNCCn3nc(C)cc3C)ccc2c1	-3.8	-0.3	0.3	-9.8	-9.8	0.3	-3.3	i	3.8
Cc1cc2c(c(SCC(=O)NCCc3ccccc3)n1)C(=O)OC2	-0.4	0.6	-0.7	6.5	6.0	2.7	2.4	i	-1.5
COCCCN1C(=O)C(O)=C(C(C)=O)C1c1cccc(F)c1 (stereo not drawn)	-2.8	-0.7	3.4	-0.1	-5.0	-6.4	5.9	i	6.2
COC(=O)c1ccccc1NS(=O)(=O)c1ccc(F)cc1	-1.0	-0.5	-1.1	5.0	0.1	1.4	-2.8	i	2.9
